Assay outcomes: PubChem BioAssay, National Center for Advancing Translational Sciences (NCATS)
EPAC2 ag: activates human EPAC2 exchange factor. EPAC2 activation, biochemical qHTS; response scale: 100% = 6.5 mM cAMP response. Potency, µM (titrated, usually from 154 µM), without a hit: top-dose activation, most hits filed as activators. 0.079% of 360,000 active. AID 720711; further: potency means the concentration at half of the fitted maximal effect; nearly all actives have a fitted effect of over 50% in size
Target sequence (Q8WZA2 whole entry, looked up): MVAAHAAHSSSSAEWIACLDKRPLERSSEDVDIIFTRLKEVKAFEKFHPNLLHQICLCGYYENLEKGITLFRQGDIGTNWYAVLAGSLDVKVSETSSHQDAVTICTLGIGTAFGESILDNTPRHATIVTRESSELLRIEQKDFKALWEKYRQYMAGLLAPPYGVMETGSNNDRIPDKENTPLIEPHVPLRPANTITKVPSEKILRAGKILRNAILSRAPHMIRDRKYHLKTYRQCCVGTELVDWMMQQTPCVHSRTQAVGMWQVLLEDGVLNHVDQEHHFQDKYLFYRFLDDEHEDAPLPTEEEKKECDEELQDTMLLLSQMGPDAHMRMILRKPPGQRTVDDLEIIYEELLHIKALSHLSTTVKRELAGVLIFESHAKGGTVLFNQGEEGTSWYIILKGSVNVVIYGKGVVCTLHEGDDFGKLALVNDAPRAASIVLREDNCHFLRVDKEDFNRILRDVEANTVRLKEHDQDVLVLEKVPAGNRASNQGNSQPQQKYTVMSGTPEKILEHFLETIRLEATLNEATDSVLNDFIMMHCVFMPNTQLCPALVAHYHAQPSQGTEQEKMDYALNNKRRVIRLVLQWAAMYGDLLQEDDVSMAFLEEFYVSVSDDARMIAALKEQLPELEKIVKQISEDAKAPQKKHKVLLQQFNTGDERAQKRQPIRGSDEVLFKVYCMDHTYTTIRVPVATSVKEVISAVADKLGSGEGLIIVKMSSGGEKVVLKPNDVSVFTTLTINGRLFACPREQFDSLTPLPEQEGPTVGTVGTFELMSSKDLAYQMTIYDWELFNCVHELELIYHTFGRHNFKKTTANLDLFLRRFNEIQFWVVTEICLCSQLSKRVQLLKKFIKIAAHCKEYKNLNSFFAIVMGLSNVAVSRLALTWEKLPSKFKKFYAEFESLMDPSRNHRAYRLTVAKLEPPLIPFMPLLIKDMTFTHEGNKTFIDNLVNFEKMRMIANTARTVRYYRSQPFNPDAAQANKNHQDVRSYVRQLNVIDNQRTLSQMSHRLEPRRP
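Setup: EPAC2 100 nM, labeled Rap1B complex 250 nM, free GDP 50 uM. Compound titrations pinned in, brief spin, 5 min room temperature incubation. Kinetic fluorescence read over 30 min, normalized to 6.5 mM cAMP.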
DRD3 antagonist: antagonists of human D3 dopamine receptor | P35462 | D3R cells, DiscoveRx beta-arrestin luminescence, antagonist mode; active compounds read low | max response, negative = inhibition, % | 2.5% of 360,000 active | AID 652054; in the data active means max response below about -50%; inconclusive means no clear call, values can overlap the other calls; further: on the % scale 0 is the no-effect control and ±100 the full control effect; mostly tested at two doses, the higher about 12 µM
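Cells plated overnight at 1500 cells/well, then exposed to library compounds with dopamine controls for 90 minutes at 37 degrees C. DiscoveRx reagent added for 30–60 minutes at room temperature; luminescence read, quantitative HTS format.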
DRD3 agonist: D3 dopamine receptor (human) agonism | P35462 | D3R DiscoveRx beta-arrestin cells, luminescence, 90 min | max activation, % | 0.58% of 410,000 active; in the data active means max activation above about 30%; further: 0% is about no effect; mostly tested at two doses, the higher about 12 µM
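Cells at 1500/well, incubated overnight, then treated with pinned compounds (dopamine as control) for 90 min at 37 degrees C. DiscoveRx reagent added for 30 - 60 minutes at room temperature; luminescence read.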
pAkt inh: Akt phosphorylation inhibition; Neuro2A IGF-stimulated pAkt S473 HTRF, 20 min; active compounds read low; activity change, % for hits at 50 µM; 0.32% of 360,000 active; AID 651550; in the data active means activity change below about -80%; inconclusive means mostly about -51% to -80%; further: on the % scale 0 is the no-effect control and ±100 the full control effect
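Neuro2A cells in DMEM with 0.5% FBS, overnight at 37 deg C, given compound at single 50 µM final, then IGF (6 nM final) for 20 min at 37 deg C. Lysed; phospho-Akt Ser473 by HTRF after 24 h, 665/615 ratio.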
MmCpn inh: inhibitors of Methanococcus maripaludis chaperonin (MmCpn) | 0.031% of 330,000 active | Potency, µM (top dose mostly 76.9 µM), without a hit: top-dose activity, negative = inhibition, usual class: inhibitors | purified Mm-Cpn ATPase, ADP Transcreener TR-FRET; further: potency means the concentration at half of the fitted maximal effect; on the % scale 0 is the no-effect control and ±100 the full control effect; nearly all actives have a fitted effect of over 80% in size
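25 nM Mm-CPN + cpd, 10 min 37°C; + 10 uM ATP, 30 min 37°C; buffer 30 mM Tris pH 7.4, 100 mM KCl, 5 mM MgCl2, 1 mM DTT; Transcreener ADP HTRF detection 30 min RT.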
EPAC2 antag: blocks human EPAC2 exchange factor; Q8WZA2; EPAC2 GEF exchange of Rap1B-BODIPY-GDP, fluorescence; Potency, µM (titrated, usually from 114 µM), for inactives: top-dose activity, negative = inhibition, actives largely listed as inhibitors; 0.18% of 360,000 active; AID 720708; further: potency means the concentration at half of the fitted maximal effect; on the % scale 0 is the no-effect control and ±100 the full control effect; nearly all actives have a fitted effect of over 45% in size; many of its hits are not listed in these tables
PTHR1 agonist: PTHR1 (human) receptor agonism; HEK293 GP2 PTHR1 cells, GloSensor cAMP luminescence, 1 h; Potency, µM (series often up to 115 µM), for inactives: at the top dose activation, usual class: activators; 0.075% of 410,000 active; AID 743266; further: potency means the concentration at half of the fitted maximal effect; nearly all actives have a fitted effect of over 55% in size; some results filed as inactive show a strong effect at the top dose; inactives centre near -15; many of its hits are not listed in these tables
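HEK-293-derived GP2 cells expressing PTHR1 and a GloSensor cAMP reporter, 3,000/well, plated overnight, given luciferin plus IBMX (each 0.5 mM as added) for 1 h at 37 °C, then compound for 1 h at 37 °C. Luminescence was read after 15 min at room temperature.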
CCT chaperon mod: cytosolic chaperonin activity modulation; purified chaperonin ATPase assay, HTRF ADP detection, 30 min; activity change, % (no concentration beside the values), hits read low; 0.3% of 360,000 active; AID 651819; in the data active means activity change below about -30%; further: on the % scale 0 is the no-effect control and ±100 the full control effect
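TRiC at 40 or 20 nM final (batch-dependent) in 30 mM Tris pH 7.4, 100 mM KCl, 5 mM MgCl2, 1 mM DTT, with compound at single 76 uM and 10 uM ATP, 30 min at 37 deg C. ADP detected by HTRF Transcreener, 665/615 ratio.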
Starred values were filed as active, the others as inactive; i = inactive; ? = inconclusive; . = not tested or not shown; [ ] = remark or other dose. Unless noted, the call rests on the fitted dose curve; in most records, active means well fitted curve in the direction sought with a large enough effect; inconclusive means small, poorly fitted or top-dose-only effect, or another doubt; inactive means no such curve, though single readings can be large; an effect the other way counts as inactive or inconclusive. An excerpt, so the mix of outcomes need not match the whole.

| structure | PTHR1 agonist | MmCpn inh | EPAC2 antag | pAkt inh | DRD3 agonist | EPAC2 ag | DRD3 antagonist | CCT chaperon mod |
| --- | --- | --- | --- | --- | --- | --- | --- | --- |
| CN(Cc1ccccc1)C(=O)Nc1ccc(Cl)cc1 | -26.0% | . | -3.5% | i | -4.4 | 10.4% | -0.5 | 0.2 |
| O=C(O)c1ccc(Sc2ccccn2)c([N+](=O)[O-])c1 | i | 0.8% | 5.3% | i | 2.5 | -0.8% | 3.2 | -2.6 |
| COC(=O)c1ccc(S(=O)(=O)N2CCCN(Cc3ccc(F)cc3)CC2)n1C | -26.3% | 0.8% | 7.1% | i | 0.6 | 6.9% | 4.5 | 3.4 |
| O=C(N/N=C/c1cccs1)c1cnccn1 | i | -1.7% | -1.7% | i | -4.1 | 6.1% | 3.0 | 1.3 |
| Cc1ccccc1N(C(=O)c1csnn1)C(C(=O)NC1CCCCC1)c1ccncc1 (stereo not drawn) | i | 1.3% | -6.5% | i | -20.6 | 10.6% | -14.8 | 0.0 |
| CCOC(=O)Nc1ccc2c(c1)C(=NNC(=S)NC)c1ccccc1-2 | -5.3% | . | 2.8% | i | 0.8 | 8.4% | 17.5 | -2.6 |
| O=C(c1ccco1)N1CCN(C(=O)c2ccc(CS(=O)c3ccc(Cl)cc3)o2)CC1 (stereo not drawn) | -7.9% | 0.2% | -2.6% | i | -7.3 | -3.7% | -4.0 | -0.3 |
| CCN(C(=O)COC(=O)c1cccnc1SC)C1CCS(=O)(=O)C1 (stereo not drawn) | -12.7%[57.5 µM] | 0.0% | 2.6% | i | 1.1 | 2.9% | -14.5 | -3.6 |
| CCc1nnc(NC(=O)CCC(=O)N2CCN(Cc3ccc(C)cc3C)CC2)s1 | -16.7% | -0.6% | 1.1% | i | -14.2 | -3.5% | 1.5 | 1.6 |
| COc1ccc(Cn2nnnc2C(CC(C)C)N2CCC(C(N)=O)CC2)cc1 (stereo not drawn) | i | -1.5% | 2.0% | i | -16.7 | -5.3% | -5.8 | 1.5 |
| Cc1ccc(NC(=O)COC(=O)C2(C)CC2(Cl)Cl)cc1S(=O)(=O)N1CCOCC1 (stereo not drawn) | -41.3%[inhibitor] | -1.6% | 1.5% | i | 3.5 | 2.4% | 15.4 | -1.1 |
| CNC(=O)c1cc2cc(OC)ccc2oc1=O | -41.6%[inhibitor][57.5 µM] | -6.0% | -3.5% | i | 0.1 | -1.6% | 10.0 | 0.4 |
| CCN(CC(=O)NCc1cccs1)C(=O)COc1ccc(C(C)=O)cc1 | -0.6% | -0.1% | 7.6% | i | 5.9 | 7.7% | 5.1 | -0.5 |
| Nc1nc2ccccc2cc1C(=O)NCc1ccc(-c2ccccc2)cc1 | -84.0%[inhibitor] | . | 10.3% | i | 5.7 | 4.4% | -27.4 | . |
| Cc1sc2ncn3c(C)nnc3c2c1C | -10.5%[57.5 µM] | 1.3% | 2.7% | i | 0.8 | -3.0% | -9.5 | -2.0 |
| COc1ccccc1NC(=O)COC(=O)CCn1c(C)csc1=O | i | 0.8% | -5.3% | i | 2.4 | 2.6% | 0.5 | 0.4 |
| COc1ccc(Oc2ccc(N/C=C3/CCCC3=O)cc2)cc1 | i | 1.1% | 11.8% | i | 11.2 | -6.6% | 20.0 | -1.5 |
| Cc1ccc(S(=O)Cc2ccc(C(=O)N3CCN(C(=O)c4ccco4)CC3)o2)cc1 (stereo not drawn) | -22.1% | 1.0% | 1.1% | i | 5.6 | -1.1% | 9.5 | -1.1 |
| Cc1cc(C(=O)OC(C)C(=O)NC2CCCCC2C)c(C)o1 (stereo not drawn) | -12.3% | 2.0% | -3.8% | i | 0.6 | 27.7% | 0.0 | 2.9 |
| C=CCN(c1ccccc1OC)S(=O)(=O)c1cccc(C(=O)OCC(=O)c2c(N)n(C)c(=O)n(C)c2=O)c1 | -44.8%[inhibitor] | . | -0.8% | i | 6.2 | 3.3% | 0.4 | -3.5 |

Following part.
| structure | PTHR1 agonist | MmCpn inh | EPAC2 antag | pAkt inh | DRD3 agonist | EPAC2 ag | DRD3 antagonist | CCT chaperon mod |
| --- | --- | --- | --- | --- | --- | --- | --- | --- |
| C[n+]1cccc(NC(=O)c2ccccc2)c1 | -7.4% | . | 2.9% | i | -1.2 | -1.2% | 12.7 | 2.2 |
| Cc1ccc(S(=O)(=O)NC(C)CCc2ccccc2)cc1 (stereo not drawn) | -11.3%[57.5 µM] | -1.5% | 5.6% | i | 2.4 | 15.1% | ? | 1.6 |
| CC(=O)CCC(=O)c1ccc2ccccc2c1 | i | -0.8% | 2.1% | i | 1.7 | 3.4% | -4.9 | -0.3 |
| Nc1cccnc1Oc1ccc(F)cc1 | i | 0.2% | 2.6% | i | 6.1 | 6.9% | 63.4 | 1.1 |
| CCn1c(CNC(=O)Cc2ccc(OC)cc2)n[nH]c1=S | i | -2.0% | 1.0% | i | -3.3 | -3.2% | 21.2 | 1.0 |
| Cc1ccccc1NC(=O)CSc1nnc(CNC(=O)c2ccco2)n1C | -23.5% | 2.8% | 10.2% | i | -5.7 | 0.8% | 23.9 | -2.2 |
| CCOc1ccccc1NC(=O)CCCc1nc2ccccc2c(=O)[nH]1 | i | 0.1% | 11.0% | . | 4.0 | -11.2% | 17.9 | 0.6 |
| N#Cc1cc([N+](=O)[O-])ccc1NC(=O)COC(=O)CN1C(=O)C2CCCCC2C1=O (stereo not drawn) | -1.2% | 1.4% | 9.2% | i | 10.5 | 0.4% | 3.9 | 0.2 |
| Cc1ccc(CNC(=O)COC(=O)[C@@H]2CC(O)CN2S(=O)(=O)c2ccc3c(c2)OCCO3)cc1 (stereo partly drawn) | -19.5% | -1.4% | 1.0% | i | 1.7 | 11.9% | -13.9 | 0.1 |
| COCCN(C(=O)COC(=O)C12CC3CC(CC(Cl)(C3)C1)C2)c1c(N)n(Cc2ccccc2)c(=O)[nH]c1=O | -10.4% | -1.1% | 10.9% | i | -15.3 | -8.7% | 9.5 | 0.5 |
| COc1ccc(NC(=O)CN(C)C(=O)CCSc2ccc(F)cc2)cc1 | i | 0.3% | -1.3% | i | -2.5 | -13.8% | -6.3 | 1.7 |
| COc1ccc(CCNC(=O)CCC(=O)N2CCOc3ccccc32)cc1OC | -1.8% | 1.9% | 3.4% | i | 0.3 | -1.2% | -8.9 | 0.1 |
| O=S(=O)(Nc1cccc(-c2ccc3nncn3n2)c1)c1cccs1 | i | 0.1% | 7.2% | i | -9.0 | 8.6% | -7.5 | -2.9 |
| COc1ccc2c(c1)[C@H]1[C@H](CO2)[C@H](c2ccccc2)[C@@]2(C)C(=O)N[C@H](C)C(=O)N12 | i | . | 10.9% | i | 10.2 | 6.0% | 2.8 | -0.8 |
| N#Cc1nc(-c2ccc(Cl)cc2)oc1N1CCCCC1 | -25.0% | -1.3% | -5.8% | i | -20.2 | 16.8% | -18.5 | 0.1 |
| CC(=O)NCCC1CCN(c2nc3nonc3nc2N(C)Cc2ccccc2)CC1 | -11.9% | 1.0% | -0.8% | i | -5.2 | -5.1% | -3.2 | 0.1 |
| COc1ccc(CC(=O)N/N=C/c2ccc(-c3ccc(F)cc3)o2)cc1OC | -3.2% | 0.9% | 3.9% | i | -5.4 | 6.2% | 4.4 | -1.7 |
| O=C(CCCC(=O)c1ccccc1)Nc1ccc(O)cc1 | ? | -0.7% | -12.2% | i | -4.0 | 1.0% | -4.5 | -0.2 |
| CCS(=O)(=O)N1CCN(C(=O)C(c2ccccc2)c2ccccc2)CC1 | i | -0.8% | 0.1% | . | 1.4 | -10.0% | 23.0 | -2.4 |
| COc1ccc(NC(=O)C2CCN(S(=O)(=O)c3ccc4c(c3)CC(C)N4C(C)=O)CC2)cc1OC (stereo not drawn) | i | -0.4% | -2.8% | i | 13.4 | 2.5% | 41.8 | 2.8 |

Full records, looked up by structure. Order of screens: PTHR1 agonist, MmCpn inh, EPAC2 antag, pAkt inh, DRD3 agonist, EPAC2 ag, DRD3 antagonist, CCT chaperon mod
Record of `Cc1ccccc1NC(=O)CSc1nnc(CNC(=O)c2ccco2)n1C` : -23.5%, 2.8%, 10.2%, i, -5.7, 0.8%, 23.9, -2.2
Record of `COc1ccc(NC(=O)CN(C)C(=O)CCSc2ccc(F)cc2)cc1` : i, 0.3%, -1.3%, i, -2.5, -13.8%, -6.3, 1.7

Next compounds follow.
| structure | PTHR1 agonist | MmCpn inh | EPAC2 antag | pAkt inh | DRD3 agonist | EPAC2 ag | DRD3 antagonist | CCT chaperon mod |
| --- | --- | --- | --- | --- | --- | --- | --- | --- |
| Cc1cccc(S(=O)(=O)NNC(=O)c2cc(-c3ccc(F)cc3)nc3ccccc23)c1 | -44.6%[inhibitor] | -3.3% | 8.3% | i | -7.3 | 6.0% | 36.1 | -5.0 |
| COC(=O)c1[nH]c2ccc(C)cc2c1NC(=O)CN1CCc2cc(OC)c(OC)cc2C1 | -12.4%[57.5 µM] | 0.8% | -3.6% | i | -8.6 | 14.0% | 7.0 | -9.2 |
| CN(C(=O)CN1C(=O)NC2(CCCc3ccccc32)C1=O)C1CCCCC1 (stereo not drawn) | -9.9% | -3.3% | 6.4% | i | -5.0 | -4.2% | -4.7 | -5.3 |
| CC(C)CC(c1nnnn1C1CCCC1)N1CCN(c2ccccc2F)CC1 (stereo not drawn) | i | 0.6% | -1.6% | i | -5.2 | 11.1% | 3.4 | 0.8 |
| COc1ccc2ccc(OC)c(/C=N/NC(=O)c3cc4ccccc4o3)c2c1 | -24.9% | . | 15.4% | i | -8.5 | 2.8% | -87.5* | -1.1 |
| COC(=O)c1cccc(NC(=O)Cc2ccsc2)c1 | i | ? | 0.0% | i | -2.6 | 4.9% | -5.6 | -1.4 |
| COc1cc(CCCN2C(=O)C(=O)NC[C@@H]2c2ccccc2)cc(OC)c1OC | -26.7% | 1.7% | -13.9% | i | 3.3 | 6.7% | 8.4 | 1.9 |
| COc1ccc(CN(C)S(=O)(=O)c2nnc(NC(=O)c3cccc(OC)c3)s2)cc1 | -55.1%[inhibitor] | -2.8% | -7.7% | i | 0.9 | -5.6% | 8.4 | 0.4 |
| N#Cc1ccc(Cn2c(=O)oc3ccccc32)cc1 | i | -0.3% | 7.5% | i | 1.4 | 4.0% | 15.7 | -1.0 |
| Fc1ccc(Nc2ncnc3sc4c(c23)CCC4)cc1 | -19.3% | -0.3% | -12.9% | i | -2.8 | 16.1% | 14.4 | -0.6 |
| CCN(CC)c1ccc(/C=N\NC(N)=O)cc1 | i | -5.5% | 9.0% | i | -11.8 | -1.0% | ? | 1.0 |
